TcdB inh = TcdB glycohydrolase inhibition. P18177. TcdB glycohydrolase enzymatic assay, plate reader. inhibition, % at 9.99 µM. 0.24% of 350,000 active; in the data active means inhibition above about 10%
Mtb BioA inh = inhibitors of Mycobacterium tuberculosis BioA enzyme. purified M. tuberculosis BioA enzyme, plate reader. 0.096% of 360,000 active. AID 602481. inhibition, % at 9.99 µM; in the data active means inhibition above about 40%
Numbers without * were called inactive. An excerpt (hit frequency here may not be typical).

Fields: TcdB inh	Mtb BioA inh
Cc1ccccc1-c1ccc2c(c1)O[C@H](CN(C)C(=O)C1CC1)[C@@H](C)CN([C@H](C)CO)S2(=O)=O
→ -0.2	6.4
Cc1noc(C)c1NC(=O)N(C)C[C@@H]1OCCCC[C@@H](C)Oc2ccc(NC(=O)C3CCCCC3)cc2C(=O)N([C@@H](C)CO)C[C@H]1C
→ -0.6	2.0
CN1C(=O)c2cc(NC(=O)Nc3cccc(Cl)c3)ccc2OC[C@@H]2O[C@H](CC(=O)O)CC[C@H]21
→ -0.1	9.8
COc1cccc(-c2cn(CC[C@@H]3CC[C@@H](NS(=O)(=O)Cc4ccccc4)[C@H](CO)O3)nn2)c1
→ 0.9	-3.0
COC(=O)[C@@H]1[C@@H](CO)[C@@H]2Cn3c(ccc(-c4ccccc4OC)c3=O)[C@@H]2N1CC1CCCC1
→ -1.1	-0.9
CO[C@H]1CN(C)C(=O)c2cc(NS(C)(=O)=O)ccc2OC[C@@H](C)N(C(=O)C2CCCCC2)C[C@H]1C
→ 0.5	-2.7
Cc1noc(C)c1S(=O)(=O)N(C)C[C@@H]1OCCCC[C@@H](C)Oc2ccc(NC(=O)Nc3ccc(C(F)(F)F)cc3)cc2C(=O)N([C@H](C)CO)C[C@H]1C
→ 0.2	2.8
CC(=O)N1C[C@H]2[C@@H](c3ccccc31)[C@@H](CO)N2Cc1ccc(Cl)cc1
→ -0.5	1.1
C[C@H]1CN([C@@H](C)CO)C(=O)Cc2cc(NC(=O)Nc3cccc4ccccc34)ccc2O[C@H]1CN(C)C(=O)NC1CCCCC1
→ -8.3	-0.2
C[C@@H]1CCCCO[C@H](CN(C)C(=O)C2CCCCC2)[C@@H](C)CN([C@H](C)CO)C(=O)c2cc(NC(=O)c3ccccc3)ccc2O1
→ 1.3	-4.6
C[C@H](CO)N1C[C@H](C)[C@H](CN(C)Cc2cccc(O)c2)OCc2cnnn2CCCC1=O
→ -3.7	-1.4
CN(C)C(=O)C[C@@H]1CC[C@@H](NC(=O)NC2CCCCC2)[C@@H](CO)O1
→ 0.9	1.5
COc1ccccc1-c1cnc2c(c1)C(=O)N([C@H](C)CO)C[C@H](C)[C@@H](CN(C)Cc1ccncc1)O2
→ 1.1	-1.3
CN(C)C(=O)C[C@@H]1CC[C@@H]2[C@H](COc3ccc(NC(=O)c4ccc(F)cc4)cc3C(=O)N2C)O1
→ 0.4	0.0
CO[C@@H](CN(C)CC1CCOCC1)[C@H](C)CN(C(=O)Nc1ccc(F)cc1)[C@H](C)CO
→ -1.3	-2.8
OC[C@@H]1[C@@H](c2ccc(-c3ccccc3F)cc2)[C@@H]2CN(Cc3cccnc3)CCCCN12
→ -0.4	-2.7
COCC(=O)Nc1ccc2c(c1)OC[C@@H](C)N(C(=O)Cc1ccccn1)C[C@H](C)[C@H](OC)CN(C)C2=O
→ -0.5	-1.2
C[C@H](CO)N1C[C@H](C)[C@@H](CN(C)Cc2ccc(C(F)(F)F)cc2)Oc2ccc(NC(=O)C3CC3)cc2CC1=O
→ 0.1	1.0
OC[C@@H]1[C@H](c2ccc(C#Cc3ccccc3F)cc2)[C@H]2CN(Cc3cncnc3)CCCCN12
→ -1.1	1.0
COc1ccccc1CN1CC[C@@H]2[C@H]1c1cc(C#Cc3ccccc3)ccc1N[C@@H]2CO
→ 2.2	4.4
C[C@H]1CN([C@@H](C)CO)C(=O)c2cccc(NS(=O)(=O)c3ccccc3)c2O[C@@H]1CN(C)C
→ 0.2	1.8
C/C=C/c1cnc2c(c1)C(=O)N([C@@H](C)CO)C[C@H](C)[C@H](CN(C)C(=O)Nc1ccccc1F)O2
→ -0.7	-0.5
CC(C)NC(=O)N(C)C[C@H]1OCCCC[C@H](C)Oc2ccc(NC(=O)Nc3ccccc3)cc2C(=O)N([C@H](C)CO)C[C@@H]1C
→ -0.6	0.2
CNC[C@@H]1Oc2ccc(NC(=O)c3ccncc3)cc2C(=O)N([C@@H](C)CO)C[C@H]1C
→ -1.2	-1.9
C[C@@H]1CCCCO[C@@H](CN(C)S(=O)(=O)c2ccc(F)cc2)[C@@H](C)CN([C@@H](C)CO)C(=O)c2cc(NC(=O)Nc3ccc(C(F)(F)F)cc3)ccc2O1
→ -1.2	-1.2
Cc1noc(C)c1NC(=O)Nc1ccc2c(c1)C(=O)N([C@H](C)CO)C[C@H](C)[C@H](CN(C)S(=O)(=O)c1ccc(F)cc1)OCCCC[C@@H](C)O2
→ 0.5	-1.6
O=C(Nc1ccc(F)cc1)N[C@H]1CC[C@H](CC(=O)N2CCOCC2)O[C@@H]1CO
→ 0.3	3.6
Cc1noc(C)c1NC(=O)Nc1ccc2c(c1)C(=O)N([C@@H](C)CO)C[C@@H](C)[C@H](CN(C)S(=O)(=O)c1ccccc1)OCCCC[C@@H](C)O2
→ 0.7	-1.5
COc1ccccc1-c1ccc2n(c1=O)C[C@H]1[C@H](CO)[C@@H](C(=O)NCC3CC3)N(S(C)(=O)=O)[C@@H]21
→ 0.1	-0.9
Cc1cccc(S(=O)(=O)N2[C@@H]3Cn4c(ccc(-c5ccncc5)c4=O)[C@H]2[C@@H](C(=O)O)[C@@H]3CO)c1
→ -0.3	-1.5

(continued)
Fields: TcdB inh	Mtb BioA inh
Cc1ccc(S(=O)(=O)N(C)C[C@H]2Oc3c(NC(=O)Nc4ccc5c(c4)OCO5)cccc3C(=O)N([C@@H](C)CO)C[C@@H]2C)cc1
→ 1.1	-1.1
COc1ccc(CN(C)C[C@@H]2OCCCC[C@@H](C)Oc3ccc(NS(=O)(=O)c4ccc(C)cc4)cc3C(=O)N([C@H](C)CO)C[C@H]2C)cc1
→ 1.0	4.0
CO[C@H]1CN(C)C(=O)c2cc(NC(=O)c3cnccn3)ccc2OC[C@H](C)N(C(C)=O)C[C@@H]1C
→ -0.4	0.4
COC(=O)C[C@@H]1CC[C@H]2[C@@H](COc3ccc(NC(=O)c4cc(C)on4)cc3C(=O)N2C)O1
→ 0.3	0.5
CCS(=O)(=O)N1CCCCN2[C@H](CO)[C@@H](c3ccc(-c4ccc(C(=O)N(C)C)cc4)cc3)[C@H]2C1
→ -0.1	-2.0
O=C(C[C@H]1CC[C@H]2[C@@H](COC[C@H](O)CN2C(=O)Nc2ccc(F)cc2)O1)NC1Cc2ccccc2C1
→ 1.1	-0.8
COCC#Cc1ccc2c(c1)O[C@@H](CN(C)C(=O)CN(C)C)[C@H](C)CN([C@H](C)CO)S2(=O)=O
→ -1.0	-2.7
C[C@H](CO)N1C[C@H](C)[C@H](CN(C)C(=O)Nc2cc(F)ccc2F)Oc2cc(/C=C/c3ccccc3)ccc2S1(=O)=O
→ -1.1	-5.0
O=C(c1cccnc1)N1CC[C@@H]2[C@H]1c1cc(C#Cc3cccnc3)ccc1N[C@@H]2CO
→ -7.1	-0.6
COc1ccc(NC(=O)N[C@H]2CC[C@@H](CCNC(=O)c3cc(Cl)cc(Cl)c3)O[C@@H]2CO)cc1
→ -1.1	-3.2
COc1ccccc1S(=O)(=O)N(C)C[C@H]1Oc2ncc(-c3ccc(C)cc3)cc2C(=O)N([C@@H](C)CO)C[C@@H]1C
→ -0.6	-0.1
O=C(Nc1ccc(Cl)cc1)N[C@H]1CC[C@H](CCn2cc(Cc3ccccc3)nn2)O[C@H]1CO
→ -0.5	-4.0
C[C@@H]1CN([C@@H](C)CO)C(=O)c2cc(-c3ccncc3)cnc2O[C@@H]1CN(C)C(=O)NC1CCCC1
→ -2.1	-2.3
CCCNC(=O)[C@@H]1[C@@H](CO)[C@@H]2Cn3c(ccc(-c4ccccc4)c3=O)[C@H]1N2C(=O)CC1CC1
→ -2.6	3.2
Cc1noc(C)c1S(=O)(=O)Nc1ccc2c(c1)C(=O)N([C@H](C)CO)C[C@H](C)[C@H](CN(C)Cc1ccc(Cl)c(Cl)c1)O2
→ -0.7	-0.4
C[C@H]1CN([C@@H](C)CO)C(=O)c2cccc(N(C)C)c2O[C@@H]1CN(C)Cc1ccc(C(F)(F)F)cc1
→ 0.0	2.1
COc1ccccc1-c1ccc([C@H]2[C@@H](C#N)N[C@@H]2CO)cc1
→ 1.0	-2.5
Cc1noc(C)c1NC(=O)NCC[C@@H]1CC[C@H](NC(=O)Cc2cccnc2)[C@@H](CO)O1
→ -0.3	4.0
C[C@@H]1CCCCO[C@H](CN(C)C)[C@@H](C)CN([C@H](C)CO)C(=O)c2cc(NC(=O)CCCN(C)C)ccc2O1
→ -0.3	-1.3
CC(C)NC(=O)Nc1ccc2c(c1)C(=O)N([C@H](C)CO)C[C@@H](C)[C@H](CN(C)C(=O)Nc1ccc3c(c1)OCO3)O2
→ 0.2	-0.8
Cc1noc(C)c1S(=O)(=O)Nc1ccc2c(c1)C(=O)N([C@@H](C)CO)C[C@H](C)[C@H](CN(C)C(=O)Nc1ccc(C(F)(F)F)cc1)OCCCC[C@H](C)O2
→ -0.2	-0.9
C[C@H]1CN([C@@H](C)CO)C(=O)Cc2cc(NC(=O)Nc3ccc(C(F)(F)F)cc3)ccc2O[C@@H]1CN(C)Cc1ccncc1
→ 0.0	7.1
O=C(C[C@@H]1C=C[C@H](NC(=O)C2CC2)[C@H](CO)O1)Nc1nccs1
→ 0.1	-1.7
C[C@@H](NC(=O)C[C@@H]1C[C@@H]2c3cc(NS(=O)(=O)c4ccc(F)cc4)ccc3O[C@@H]2[C@H](CO)O1)c1ccccc1
→ -2.9	-0.3
O=C(C[C@H]1CC[C@H](NC(=O)C2CCOCC2)[C@H](CO)O1)Nc1ccc(-c2ccccc2)cc1
→ -0.7	-1.5
O=C(C[C@@H]1CC[C@@H]2[C@H](COC[C@@H](O)CN2Cc2ccccc2)O1)NCc1ccccc1Cl
→ -0.4	-0.9
CO[C@H]1CN(C)C(=O)c2cc(NS(=O)(=O)c3ccccc3)ccc2OC[C@H](C)N(Cc2nccs2)C[C@@H]1C
→ 0.4	-0.3
Cc1cccc(CN(C)C[C@@H]2Oc3ncc(-c4ccc(F)cc4)cc3C(=O)N([C@H](C)CO)C[C@@H]2C)c1
→ 1.3	-6.1
CO[C@@H]1CN(C)C(=O)c2cc(NC(=O)C3CCC3)ccc2OC[C@H](C)N(Cc2nccs2)C[C@H]1C
→ 0.0	-0.7
CO[C@@H]1CN(C)C(=O)c2ccc(NC(=O)Cc3ccccc3)cc2OC[C@H](C)N(CC2CC2)C[C@H]1C
→ -0.3	1.2

Whole records, quoted from the list. Values in the order: TcdB inh, Mtb BioA inh
Listed for COc1ccc(CN(C)C[C@@H]2OCCCC[C@@H](C)Oc3ccc(NS(=O)(=O)c4ccc(C)cc4)cc3C(=O)N([C@H](C)CO)C[C@H]2C)cc1 : 1.0, 4.0
Listed for O=C(C[C@@H]1C=C[C@H](NC(=O)C2CC2)[C@H](CO)O1)Nc1nccs1 : 0.1, -1.7
Listed for C[C@H](CO)N1C[C@H](C)[C@H](CN(C)C(=O)Nc2cc(F)ccc2F)Oc2cc(/C=C/c3ccccc3)ccc2S1(=O)=O : -1.1, -5.0

Back to the main list with the 2 entries that preceded the break.
Fields: TcdB inh	Mtb BioA inh
CO[C@@H]1CN(C)C(=O)c2cc(NC(=O)C3CCC3)ccc2OC[C@H](C)N(Cc2nccs2)C[C@H]1C
→ 0.0	-0.7
CO[C@@H]1CN(C)C(=O)c2ccc(NC(=O)Cc3ccccc3)cc2OC[C@H](C)N(CC2CC2)C[C@H]1C
→ -0.3	1.2
CC(C)CC#Cc1cnc2c(c1)C(=O)N([C@@H](C)CO)C[C@H](C)[C@@H](CN(C)Cc1ccc3c(c1)OCO3)O2
→ -0.2	1.9
O=C([C@H]1[C@H](CO)[C@H]2Cn3c(cccc3=O)[C@@H]1N2S(=O)(=O)c1ccccc1F)N1CCOCC1
→ 0.8	2.6
COCC(=O)Nc1ccc2c(c1)C(=O)N(C)C[C@@H](OC)[C@H](C)CN(C(=O)CC1CC1)[C@H](C)CO2
→ 0.3	-1.0
COc1ccc(NC(=O)N(C)C[C@H]2Oc3ccc(NC(=O)Cc4cn(C)c5ccccc45)cc3C(=O)N([C@@H](C)CO)C[C@H]2C)cc1
→ -0.1	-1.6
CCCNC(=O)[C@H]1[C@H](CO)[C@H]2Cn3c(cccc3=O)[C@@H]1N2C(=O)Nc1cc(F)ccc1F
→ -0.4	-0.7
O=C(C[C@@H]1CC[C@H]2NC[C@@H](O)COC[C@@H]2O1)NCc1ccc(Oc2ccccc2)cc1
→ 0.3	-2.4
C[C@@H]1CN([C@H](C)CO)C(=O)c2cc(C3=CCCCC3)cnc2O[C@@H]1CN(C)C(=O)c1ccc2c(c1)OCO2
→ -0.2	14
Cc1noc(C)c1NC(=O)N(C)C[C@@H]1OCCCC[C@@H](C)Oc2ccc(NS(=O)(=O)c3ccccc3)cc2C(=O)N([C@@H](C)CO)C[C@H]1C
→ 1.1	-2.0
C[C@@H]1CN([C@@H](C)CO)C(=O)c2cccc(NC(=O)NC3CCCCC3)c2O[C@@H]1CN(C)Cc1ccc(C(=O)O)cc1
→ -2.5	0.3
Cc1ccc(S(=O)(=O)N[C@@H]2CC[C@H](CCNC(=O)C3CCOCC3)O[C@H]2CO)cc1
→ -9.3	-3.8
C[C@H]1CN([C@@H](C)CO)C(=O)c2cc(-c3ccc(C#N)cc3)cnc2O[C@@H]1CN(C)C(=O)CC1CC1
→ 0.6	-0.3
CC(=O)N(C)C[C@H]1Oc2cc(C#Cc3ccccc3F)ccc2S(=O)(=O)N([C@H](C)CO)C[C@H]1C
→ 0.4	1.0
COc1ccccc1NC(=O)N[C@H]1CC[C@H](CCn2cc(C3(O)CCCC3)nn2)O[C@@H]1CO
→ 1.5	-0.1
C[C@@H]1CCCCO[C@H](CN(C)S(=O)(=O)c2cn(C)cn2)[C@@H](C)CN([C@@H](C)CO)C(=O)c2cc(NC(=O)NC3CCCCC3)ccc2O1
→ 1.5	-0.9
COc1ccc(CN(C)C[C@@H]2OCCCC[C@H](C)Oc3ccc(NC(=O)NC4CCCCC4)cc3C(=O)N([C@@H](C)CO)C[C@H]2C)cc1
→ -0.3	3.2
